# uPA generation: qHTS for Inhibitors of Cell Surface uPA Generation | cell surface uPA generation assay, qHTS | Potency, µM (top dose mostly 38.3 µM), inactives show at the top dose activity change, negative = inhibition, most hits filed as inhibitors | 330,000 tested, 0.31% active | AID 540303, 2011; active means well fitted inhibition curve with a large enough effect; inconclusive means small, poorly fitted or top-dose-only effect; inactive means no such curve, though single readings can be large or run the other way; tested in mouse RAW 264.7 cells; further: potency means the concentration at half of the fitted maximal effect; nearly all actives have a fitted effect of over 55% in size
# USP2a block: qHTS Assay for Inhibitors of Ubiquitin-specific Protease USP2a Using CHOP2 as the Reporter. USP2 core, Ub-CHOP2 coupled fluorogenic reporter, 485/531. Potency, µM (series often up to 38.3 µM), for the others: top-dose activity change, negative = inhibition, actives largely listed as inhibitors. AID 463254, 2010. 330,000 tested, 0.01% active;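 further: potency means the concentration at half of the fitted maximal effect; plate controls were DMSO wells for no effect and full inhibition by NEM control for full effect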
# Target sequence (O75604 whole entry, looked up): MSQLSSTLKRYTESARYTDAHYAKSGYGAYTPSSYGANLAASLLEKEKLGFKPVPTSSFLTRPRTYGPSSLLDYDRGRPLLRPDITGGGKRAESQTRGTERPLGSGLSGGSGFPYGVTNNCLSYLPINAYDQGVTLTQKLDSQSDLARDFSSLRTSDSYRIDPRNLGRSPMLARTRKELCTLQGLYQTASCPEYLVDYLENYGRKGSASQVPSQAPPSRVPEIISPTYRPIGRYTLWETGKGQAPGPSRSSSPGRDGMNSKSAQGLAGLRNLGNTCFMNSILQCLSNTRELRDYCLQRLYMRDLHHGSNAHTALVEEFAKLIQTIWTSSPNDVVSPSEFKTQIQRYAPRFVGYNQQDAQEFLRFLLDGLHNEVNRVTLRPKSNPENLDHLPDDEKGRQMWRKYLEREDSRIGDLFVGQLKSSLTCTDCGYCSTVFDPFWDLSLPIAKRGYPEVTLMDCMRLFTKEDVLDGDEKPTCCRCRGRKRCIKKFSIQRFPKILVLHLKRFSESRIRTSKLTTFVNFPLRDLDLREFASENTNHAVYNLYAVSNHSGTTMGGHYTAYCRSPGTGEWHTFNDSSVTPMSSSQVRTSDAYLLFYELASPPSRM
#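 Cell-free coupled assay: 10nM USP2 core preincubated 30min RT with compound in Tris-HCl pH 8.0/CaCl2/CHAPS buffer, then 25nM Ub-CHOP2 and 25nM reporter substrate; fluorescence (Ex 485/Em 531) read after 60min RT, normalized to NEM inhibition, concentration-response curves fitted.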
# GALK inhibitor: qHTS Assay for Inhibitors of Human Galactokinase (GALK); P51570; Purified GALK, Kinase-Glo residual ATP luminescence; Potency, µM (series often up to 57.5 µM), inactives show top-dose activity change, negative = inhibition, usual class: inhibitors; 270,000 tested, 0.007% active; further: potency means the concentration at half of the fitted maximal effect
#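 Kinase-Glo Plus luminescence measured ATP left after a 1 h room-temperature reaction. The reaction used 5 nM GALK, 100 uM galactose and 35 uM ATP at pH 8.0 (20 mM HEPES, 5 mM MgCl2, 60 mM NaCl, 1 mM DTT, 0.01% BSA).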
# Giardia killer: Small Molecules that selectively kill Giardia lamblia: qHTS; Giardia lamblia trophozoite viability; AID 540267, 2011; 340,000 tested, 0.15% active; activity change, % at 7.66 µM, hits read low; in the data active means activity change below about -80%; inconclusive means between about -30% and that limit;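 further: parasites exposed to compound for two days anaerobically before the ATP read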
#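 Killing of trophozoites was scored by loss of ATP luminescence after a 48 hrs anaerobic exposure to compounds at 37 deg C, using 100 cells per well.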
# KCNH2 WT inh: qHTS for Inhibitors of KCHN2 3.1: Wildtype qHTS | U2OS, BacMam KCNH2, thallium flux FluxOr; active compounds read low | activity change, % at 1.84 µM | Voltage-gated inwardly rectifying potassium channel KCNH2 (Homo sapiens), Q12809 | 340,000 tested, 0.37% active;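 active means maximum activity change below -70%; inconclusive means maximum activity change between -70% and -50%; inactive means maximum activity change above -50%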
#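 U2OS cells were transduced with wild-type KCNH2 virus (2.03 x 10^8 / mL) for 4 h at room temperature, then cultured overnight at 37 C. Thallium flux was read with FluxOr dye. Rate constants were normalized to DMSO controls.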
# PKM2 act: qHTS Assay for Activators of Human Muscle isoform 2 Pyruvate Kinase. Pyruvate kinase PKM (Homo sapiens), P14618. purified PKM2, Kinase-Glo ATP luminescence, activation; response scale: 0% is enzyme alone, no compound. Potency, µM (doses to about 57.5 µM), for inactives: at the highest dose activation, actives largely listed as activators. 260,000 tested, 0.34% active. AID 1631, 2009; further: potency means the concentration at half of the fitted maximal effect; nearly all actives have a fitted effect of over 55% in size
#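 Purified hPK-M2 (>95%) run at intermediate activity with 0.1 mM ADP and 0.5 mM PEP in 50 mM imidazole pH 7.2, KCl, MgCl2; 1 h room temperature. ATP formed read by Kinase-Glo luminescence; normalized to uninhibited and no-enzyme controls.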
# FBPA coupling cs: qHTS Assay for Inhibitors of Fructose-1,6-bisphosphate Aldolase from Giardia Lamblia: Coupling assay counterscreen. coupling enzyme system counterscreen, AmpLite Red fluorescence. activity change, negative = inhibition, % at 58.2 µM, hits read low. 290,000 tested, 0.67% active; in the data active means activity change below about -30%
#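 Coupling enzymes only (glyceraldehyde-3-phosphate) + compound, at 57.5 uM final, 10 min RT; add substrate/coupling/AmpLite Red mix, 20 min RT; fluorescence ex 525/em 598 nm. Actives flag coupling-system interference.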
# Eya2 inh: qHTS Assay for Inhibitors of the Phosphatase Activity of Eya2 | recombinant Eya2, OMFP fluorescence dephosphorylation (OMFP is methylfluorescein phosphate) | Potency, µM (series often up to 76.9 µM), without a hit: at the highest dose activity, negative = inhibition, actives largely listed as inhibitors | 330,000 tested, 0.006% active | AID 488837, 2010; further: potency means the concentration at half of the fitted maximal effect
#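 Eya2 (0.2 uM) preincubated 10 min at ambient with compound, then OMFP substrate added at 50 uM; 10 min reaction in 50 mM HEPES pH 7.5, 50 mM NaCl, 5 uM MgCl2, 0.05% BSA, 1 mM DTT. Fluorescence read at Ex 485/Em 525 nm.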
# B2AR arrestin: qHTS assay of beta-arrestin-biased ligands of beta2-adrenergic receptor; Potency, µM (series often up to 46.1 µM), inactives show at the highest dose activation, usual class: activators; 330,000 tested, 0.02% active; beta-arrestin recruitment to beta2AR, cell-based reporter; AID 492947, 2010; Beta-2 adrenergic receptor (Homo sapiens), P07550;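 further: potency means the concentration at half of the fitted maximal effect; 0% = DMSO controls and full agonism = EC100 isoproterenol or metaproterenol; nearly all actives have a fitted effect of over 65% in size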
# Target sequence (P07550 whole entry, looked up): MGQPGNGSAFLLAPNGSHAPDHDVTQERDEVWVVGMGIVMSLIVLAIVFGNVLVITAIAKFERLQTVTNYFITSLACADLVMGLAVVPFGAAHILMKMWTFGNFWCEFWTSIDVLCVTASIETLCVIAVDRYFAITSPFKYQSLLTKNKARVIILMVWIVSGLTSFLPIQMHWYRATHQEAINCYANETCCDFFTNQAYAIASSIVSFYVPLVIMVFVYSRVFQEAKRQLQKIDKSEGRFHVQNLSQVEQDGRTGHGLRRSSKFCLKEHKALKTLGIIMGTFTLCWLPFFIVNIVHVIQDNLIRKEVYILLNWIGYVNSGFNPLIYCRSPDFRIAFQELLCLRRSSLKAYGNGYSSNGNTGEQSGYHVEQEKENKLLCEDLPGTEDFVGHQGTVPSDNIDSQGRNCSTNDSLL
# KCNH2 3.1 block: qHTS for Inhibitors of KCHN2 3.1: Mutant qHTS | Potassium voltage-gated channel subfamily H member 2, brain isoform KCNH2 3.1 (human) | U2OS KCNH2 3.1, thallium flux FluxOr; active compounds read low | activity change, % (tested at about 1.8 µM) | 340,000 tested, 0.95% active | AID 720553, 2013;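 active means maximum activity change below -70%; inconclusive means maximum activity change from -70% to -50%; inactive means maximum activity change above -50%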;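 further: thallium influx rate constant from kinetic fluorescence after stimulation buffer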
#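 FluxOr-based Tl+ influx in U2OS cells transduced with KCNH2 3.1 virus; rate constants normalized to DMSO controls.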
# Chronic BCR inh: qHTS Assay to Find Inhibitors of Chronic Active B-Cell Receptor Signaling; ABC-DLBCL IkBa-CBG/CBR reporter, luminescence ratio, 4 h; Potency, µM (titrated, usually from 46.1 µM), for inactives: at the highest dose ratio change, negative = lower green/red ratio, most hits filed as inhibitors; 340,000 tested, 0.05% active; active means well fitted inhibition curve with a large enough effect in the signal ratio, with a control signal flat, not every such curve was filed as active; inconclusive means small, poorly fitted or top-dose-only effect, or effect the other way, or a change in a side signal; the % refers to the signal ratio;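 further: potency means the concentration at half of the fitted maximal effect; plate controls were basal doxycycline-induced cells for no effect and cells given 10 µM MG132 for full effect; MG132 reads +100%, hits lower the ratio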
#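 Concentration-response series (up to 46 uM) were applied to TMD8 dual-reporter cells for 4 h at 37C with doxycycline. Green/red ratio, after filter-overlap correction, defined %Activity; red signal alone was normalised to basal cells and zero luminescence.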
# An asterisk follows results filed as active; ? = inconclusive; . = no result given; [ ] = another dose, or the depositor's remark. Unless noted, the call rests on the fitted dose curve; in most records, active means well fitted curve in the direction sought with a large enough effect; inconclusive means small, poorly fitted or top-dose-only effect, or another doubt; inactive means no such curve, though single readings can be large; an effect the other way counts as inactive or inconclusive. Unless noted, on the % scale 0 is the no-effect control and ±100 the full control effect.
SMILES	uPA generation	USP2a block	GALK inhibitor	Giardia killer	KCNH2 WT inh	PKM2 act	FBPA coupling cs	Eya2 inh	B2AR arrestin	KCNH2 3.1 block	Chronic BCR inh
CC1CCC(NC(=O)Cn2c(=O)oc3cc(S(=O)(=O)N4CCCC4)ccc32)CC1 (configuration not stated)	-7%	1%	.	42[activator]	-11	-2%	3	4%	0.0%	-1	4%
C[n+]1nc(Nc2ccccc2)sc1-c1ccc(C(=O)O)cc1	.	-1%	-1%	.	.	-5%	1	-8%	-0.2%	.	?
Nc1ncnc2c1ncn2[C@@H]1O[C@H](CNS(=O)(=O)c2ccc3c(c2)CCN(C(=O)C(F)(F)F)C3)[C@@H](O)[C@H]1O	-8%	2%	.	-9	-4	.	.	3%	-0.7%	-8	?
Cc1nc2ccc(S(=O)(=O)Nc3cccc(-c4nc5cccnc5s4)c3C)cc2s1	-7%	-7%	.	0	-7	-3%	8	-8%	5.3%	-1	-16%
O=C(Cc1ccc(O)cc1)N/N=C/c1cccs1	3%	1%	1%	-8	2	-2%	1	13%	0.4%	7	-1%
COc1cc(C(=O)NCCC(=O)N2CCC3(CC2)NCCc2[nH]cnc23)cc(OC)c1OC	5%	5%	-4%	22	-6	.	.	-2%	-0.1%	-19	0%
CCOc1ccc(NC(=O)N2CCC(n3c(=O)[nH]c4ccccc43)CC2)cc1	7%	-1%	2%	5	-5	7%	0	13%	-0.1%	7	3%
CSc1n[nH]c(NC2=CC(=O)CCC2)n1	.	1%	5%	-10	24	0%	6	-5%	-0.7%	-10	5%
Cc1cc(C(F)F)n2ncc(C(=O)N3CCc4ccccc4C3)c2n1	-2%	1%	0%	-3	-7	-3%	4	14%	-0.7%	-18	-5%
CC(=O)N1c2c(cc(Br)cc2S(=O)(=O)NCc2ccc3c(c2)OCO3)CC1C (configuration not stated)	0%	4%	1%	-6	-13	13%	-3	-16%	0.0%	4	-1%
COc1ccccc1N1CCN(C(=O)c2noc(C)c2[N+](=O)[O-])CC1	-6%	3%	-7%	27	-1	.	.	6%	-0.7%	10	1%
Cc1ccc(S(=O)(=O)CCc2ccccn2)cc1	1%	1%	-1%	-5	0	-18%	2	3%	-0.5%	6	12%

# Continuation.
SMILES	uPA generation	USP2a block	GALK inhibitor	Giardia killer	KCNH2 WT inh	PKM2 act	FBPA coupling cs	Eya2 inh	B2AR arrestin	KCNH2 3.1 block	Chronic BCR inh
COc1ccc([N+](=O)[O-])cc1NC(=O)c1cn(-c2ccc(C)c(C)c2)c(=O)c2ccccc12	2%	-1%	3%	3	-3	-9%	6	-4%	-0.1%	2	1%
COc1ccccc1C(=O)Nc1ccc2c(C)cc(=O)oc2c1	1%	1%	6%	-19	5	.	1	-22%	0.0%	6	-9%
O=C(Nc1nnc(Cc2ccc(Cl)cc2)s1)c1ccco1	-10%	1%	-1%	-11	-16	-4%	2	18%	-0.2%	-1	-1%
CCOc1c(S(=O)(=O)N2CCCC2)ccc(Cl)c1Cl	-8%	0%	1%	7	0	-12%	0	4%	-0.3%	-8	?
O=C(Nc1nccs1)c1ccc(Cl)cc1[N+](=O)[O-]	-11%	1%	.	-4	2	4%	0	-12%	-0.1%	16	11%
COc1ccc(OC)c(NC(=O)CCNC(=O)Cn2cnc3ccccc3c2=O)c1	2%	-1%	2%	?	-4	-2%	-4	-2%	0.2%	-9	1%
O=C(NC1CC1)c1cc2c(s1)CS(=O)(=O)C2	6%	-1%	2%	5	1	-7%	1	0%	0.8%	11	-14%
COCC(=O)N1CCC(Oc2ccc(C(=O)NC3CCOC(C)(C)C3)cc2)CC1 (configuration not stated)	10%	-1%	4%	9	-5	1%	3	-2%	-0.4%	7	1%
Cn1cnnc1SCC(=O)Nc1sc2c(c1C(N)=O)CCC2	4%	-1%	-3%	-4	-284*	11%	0	5%	-0.1%	-22	2%
Cc1ccc(-n2ncc3c(NCCCN4CCCC4=O)ncnc32)c(C)c1	-3%	0%	.	30	-12	-5%	3	-7%	-0.4%	14	4%
CCN(C[C@H]1N[C@@](CC)(C(=O)OC)[C@H]2C(=O)N(Cc3ccccc3)C(=O)[C@@H]12)C(C)=O	12%	0%	.	-7	1	.	.	5%	0.2%	23	?
O=C(c1ccccc1NS(=O)(=O)c1cccc([N+](=O)[O-])c1)N1CCCC1	15%	-1%	-2%	35[activator]	-22	-4%	1	5%	-0.1%	-1	-3%

# Going on with the list.
SMILES	uPA generation	USP2a block	GALK inhibitor	Giardia killer	KCNH2 WT inh	PKM2 act	FBPA coupling cs	Eya2 inh	B2AR arrestin	KCNH2 3.1 block	Chronic BCR inh
COc1cccc(-c2nnc(SCCC(=O)O)n2C)c1	7%	1%	0%	4	17	-2%	0	4%	0.0%	20	-1%
FC(F)(F)c1cc(-c2ccco2)nc(NCc2ccco2)n1	-5%	3%	0%	-5	-10	8%	1	-15%	-0.6%	2	3%
C[C@H](CO)N1C[C@H](C)[C@@H](CN(C)Cc2ccncc2)Oc2c(NC(=O)C3CCCCC3)cccc2C1=O	6%	1%	.	-19	19	.	.	15%	0.0%	0	0%
Nc1nc(-c2ccc(Oc3ccccc3)cc2)cs1	-10%	-2%	-4%	-25	-3	-2%[11.5 µM]	0	?	-0.8%	13	?
O=C(Oc1ccccc1N1C(=O)C2CCCCC2C1=O)c1ccccc1 (configuration not stated)	-1%	-3%	.	13	-4	4%	0	-4%	-0.1%	1	0%
CC1CCCC(C)N1NC(=O)c1cccc(S(=O)(=O)N2CCc3ccccc32)c1 (configuration not stated)	6%	7%	-3%	7	2	1%	0	-1%	0.0%	-22	4%
Cc1ccc(OCCCC(=O)Nc2ccc(S(=O)(=O)N3CCOCC3)cc2)cc1	-14%	0%	.	3	6	.	.	-13%	-0.2%	-4	-1%
COc1ccc(-c2nnc(SCC(=O)NCC3CCCO3)o2)cc1 (configuration not stated)	-4%	0%	3%	8	-8	1%	1	-4%	-0.1%	-19	0%
O=C(NCCc1ccccc1)C1CCCN(S(=O)(=O)c2cccc3nonc23)C1 (configuration not stated)	-1%	0%	3%	-5	4	5%	1	-13%	-0.2%	21	-14%
COc1ccc(-c2cn3cc(C(F)(F)F)cc(Cl)c3n2)cc1	-11%	9%	1%	-16	0	2%	-15	-13%	3.8%	7	?
Cc1ccc(C(=O)N2CCc3cc4c(cc3C2C)OCCCO4)cc1 (configuration not stated)	?	-1%	0%	-8	5	.	1	-4%	0.3%	-2	-8%
CCOC(=O)c1ccc(NC(=O)CN2CCN(Cc3ccccc3)CC2)cc1	0%	-4%	-2%	7	22	-9%	4	-1%	0.3%	4	-5%

# The list goes on:
SMILES	uPA generation	USP2a block	GALK inhibitor	Giardia killer	KCNH2 WT inh	PKM2 act	FBPA coupling cs	Eya2 inh	B2AR arrestin	KCNH2 3.1 block	Chronic BCR inh
O=c1c(-c2ccc(F)cc2)coc2c3c(ccc12)OCCO3	17%	2%	-1%	-6	-27	-16%	-4	-20%	-0.7%	13	16%
CC1CCN(c2ccc(/C=N\Nc3nncn3N)cc2[N+](=O)[O-])CC1	-9%	5%	0%	15	-34	0%	-19	-7%	-0.1%	2	?
CC(=O)Nc1nnc(SCC(=O)c2ccc3c(c2)Cc2ccccc2-3)s1	2%	2%	1%	5	-1	0%	1	-10%	-1.2%	2	15%
O=C1C=C(c2ccc(Cl)c(C(F)(F)F)c2)C[C@@H](c2ccc(F)cc2)C1	1%	-1%	.	2	0	.	.	2%	-0.1%	3	?
CCOC(=O)Oc1ccc2c(=O)c(Oc3cc(C)cc(C)c3)coc2c1	.	2%	-2%	-11	-6	10%	4	-34%	-0.1%	3	1%
N#CCC(=N)N1CCN(c2ccccc2)CC1	-2%	2%	0%	-8	16	0%	-4	-33%	-0.1%	1	11%
O=c1c2c3c(sc2ncn1/N=C/c1ccccc1)CCCC3	-1%	1%	-2%	-13	-4	3%	2	6%	-0.4%	-7	0%
NC(=O)COC(=O)c1ccc2c(c1)S(=O)(=O)c1ccccc1C2=O	0%	1%	11%	16	-1	0%	-1	-4%	-0.1%	-7	-1%
O=C(Nc1ccc(N2CCCCC2)cc1)c1ccccn1	-16%	-1%	24%	-102*	-1	-73%	-2	-3%	0.0%	-1	?
Cc1cc(C(=O)NCC(=O)Nc2c(C)cccc2C)c2ccccc2n1	14%	1%	.	?	-14	.	.	-1%	0.0%	-6	0%
